Assay outcomes: PubChem, several laboratories
Rab7 wt GTP bind – alters GTP binding to wildtype dog Rab7. GST-Rab7 beads, fluorescent GTP binding, flow cytometry; actives lie on both sides; untreated = 100%, excess cold GTP = 0%. GTP binding activity (percent of control), % at 10 µM. hit rate 0.055% among 190,000;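 active = fluorescent GTP binding to Rab7 beads changed by at least 20 points from the 100% baseline, either direction, mostly lower; inconclusive = compound itself probably fluorescent, or too few beads counted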;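 note: median green fluorescence of bound Bodipy-FL-GTP per Rab7 bead population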
ABCG2 inh – human ABCG2 inhibition, ABCB1 as counter-screen. inhibition, % at 6.6 µM. hit rate 0.1% among 190,000. IgMXP3 cells, JC-1 efflux, flow cytometry. Q9UNQ0;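 active = inhibition above 80%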;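 note: 0% = DMSO and 100% = nicardipine control wells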
Target sequence (Q9UNQ0 whole entry, looked up): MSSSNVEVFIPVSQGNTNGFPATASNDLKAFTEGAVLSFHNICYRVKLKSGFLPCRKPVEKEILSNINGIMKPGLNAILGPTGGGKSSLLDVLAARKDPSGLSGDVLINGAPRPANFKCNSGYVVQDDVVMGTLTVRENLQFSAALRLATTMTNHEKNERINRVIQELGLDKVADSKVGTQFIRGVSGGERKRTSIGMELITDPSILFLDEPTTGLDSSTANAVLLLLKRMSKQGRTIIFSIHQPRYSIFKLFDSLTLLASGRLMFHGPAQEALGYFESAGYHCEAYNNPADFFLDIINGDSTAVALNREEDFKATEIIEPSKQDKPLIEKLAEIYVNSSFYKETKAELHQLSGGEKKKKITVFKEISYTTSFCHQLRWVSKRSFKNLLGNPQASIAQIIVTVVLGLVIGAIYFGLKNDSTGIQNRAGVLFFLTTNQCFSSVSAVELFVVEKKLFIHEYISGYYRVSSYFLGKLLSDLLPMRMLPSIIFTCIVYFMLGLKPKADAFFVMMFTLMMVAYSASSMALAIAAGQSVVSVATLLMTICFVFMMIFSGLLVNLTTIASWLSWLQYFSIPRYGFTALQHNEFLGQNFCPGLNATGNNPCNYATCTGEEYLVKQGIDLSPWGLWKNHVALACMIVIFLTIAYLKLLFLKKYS
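Test system: ABCG2 IgMXP3 and barcoded ABCB1 CCRF-Adr cell mix; Schedule: cells with compound and JC-1, 10 min at 25 °C, rotating, no wash; Technique: flow cytometry of retained JC-1 fluorescence; Measure: % inhibition of efflux relative to nicardipine and DMSO; Controls: nicardipine high and DMSO low controls.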
Cdc42 wt GTP – modulators (inhibitors or activators) of GTP binding to human Cdc42 wildtype; P60953; GST-Cdc42 beads, Bodipy-GTP binding, flow cytometry; actives lie on both sides; percent activity (GTP binding), % at 10 µM; hit rate 0.2% among 190,000; AID 761;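 active = percent activity GTP binding at least 20 points away from the 100% baseline, either down as inhibitor or up as activator; inconclusive = compound flagged as likely green fluorescent from well-wide comparison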;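 note: median bead fluorescence of bound Bodipy-FL-GTP at 100 nM; 0% = excess unlabeled GTP control and 100% = no compound control; below 100% means less GTP binding so inhibitor and above means activator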
Target sequence (P60953 whole entry, looked up): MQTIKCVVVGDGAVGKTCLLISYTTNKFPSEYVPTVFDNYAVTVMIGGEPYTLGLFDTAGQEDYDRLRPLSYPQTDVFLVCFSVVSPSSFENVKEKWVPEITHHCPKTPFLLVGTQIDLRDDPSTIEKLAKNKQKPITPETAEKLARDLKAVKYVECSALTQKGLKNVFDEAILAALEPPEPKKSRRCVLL
Pf gamet viab – inhibitors of late stage P. falciparum gametocyte viability; P. falciparum stage V gametocytes, ATP luminescence, 24 h; inhibition, % at 10.9 µM; hit rate 0.065% among 150,000; AID 743093;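 active = inhibition above the mean plus 3 SD of compounds within the control limits, set per campaign, cut at about 38% in these data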;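 note: 0% = DMSO wells and 100% = medium only without gametocytes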
Rab2 wt GTP – changes GTP binding to wildtype dog Rab2A, up or down | hit rate 0.19% among 190,000 | GST-Rab2 wt beads, Bodipy-GTP binding, flow cytometry | P61105 | GTP binding activity, % at 10 µM;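 active = GTP binding activity at least 20 points away from 100%, either lowered or raised; inconclusive = signal likely due to the compound's own green fluorescence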;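 note: 0% = beads with excess unlabeled GTP and 100% = no-compound control corrected for plate trend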
Rac1 act GTP bind – human Rac1 activated mutant GTP binding change; GST-Rac1 activated beads, fluorescent GTP binding, flow cytometry; actives lie on both sides; 100% means binding = to untreated wells; hit rate 0.11% among 190,000; percent activity (GTP binding), % at 10 µM;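 active = GTP binding at least 20 percentage points away from the 100% baseline, in either direction, so actives lie on both sides; inconclusive = Compound likely fluorescent itself, or too few beads counted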
ABCB1 inh – inhibitors of human ABCB1 transporter, ABCG2 counter-screen. P08183. CCRF-Adr cells, JC-1 efflux, flow cytometry. inhibition, % at 6.6 µM. hit rate 0.067% among 190,000. AID 1326; in the data active = inhibition above about 40%;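 note: 0% = vehicle and 100% = reference inhibitor; higher value means more JC-1 retained so stronger ABCB1 efflux block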
HRas wt GTP – changes GTP binding to wildtype human HRas; hit rate 0.14% among 190,000; GTP binding activity, % at 10 µM; P01112; GST-Ras wt beads, Bodipy-FL-GTP binding, flow cytometry; actives lie on both sides;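 active = GTP binding activity at least 20% away from the 100% baseline, either lowered as inhibitor or raised as activator; inconclusive = flagged as likely green fluorescent, judged across all proteins in the well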;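 note: 0% = unlabeled GTP competition control and 100% = no-compound control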
Target sequence (P01112 whole entry, looked up): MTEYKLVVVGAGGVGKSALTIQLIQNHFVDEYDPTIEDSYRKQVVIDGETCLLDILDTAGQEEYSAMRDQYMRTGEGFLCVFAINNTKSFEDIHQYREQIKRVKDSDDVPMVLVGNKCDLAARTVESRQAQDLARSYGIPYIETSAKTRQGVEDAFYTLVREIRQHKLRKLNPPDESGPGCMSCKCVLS
Avidin fluor – avidin bead compound fluorescence profile | Avidin beads, compound fluorescence 488/530 nm, flow cytometry; hits give high values | fluorescence (KMESF) at 10 µM | hit rate 0.38% among 220,000 | AID 1775; in the data active = fluorescence above about 47; note: inactives centre near 10
GSH bead fluor – compound fluoresces at 488/530 nm on GSH beads. hit rate 0.25% among 190,000. fluorescence (KMESF) at 10 µM. GSH beads flow cytometry, compound fluorescence 488/530 nm; hits give high values; in the data active = fluorescence above about 89;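 note: glutathione beads carrying GST-tagged Bcl family fusion proteins plus one bare bead set; values are compound well signal with DMSO vehicle wells as background; inactives centre near 16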
Rac1 wt modul – modulators of human Rac1 wildtype GTP binding; P63000; GST-Rac1 beads, fluorescent GTP binding, flow cytometry; actives lie on both sides; 0 = cold GTP competed, 100 = untreated; GTP binding activity (% of control), % at 10 µM; hit rate 0.27% among 190,000; AID 757;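 active = GTP binding activity at least 20 points away from the 100% control level, either lower or higher; inconclusive = compound flagged as likely green fluorescent, judged across all proteins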
* hit, by the source's call; ? = inconclusive; nt = not tested or not shown.

item	canonical_smiles	Rab7 wt GTP bind	ABCG2 inh	Cdc42 wt GTP	Pf gamet viab	Rab2 wt GTP	Rac1 act GTP bind	ABCB1 inh	HRas wt GTP	Avidin fluor	GSH bead fluor	Rac1 wt modul
1	CC(Nc1ccc(Br)cc1)C(=O)N/N=C/c1ccccc1OCc1ccccc1 (stereo not given)	102	54	100	3	101	99	4.5	98	14	35	101
2	CCn1ncc(Br)c1C(=O)NC(C)c1ccccc1 (stereo not given)	100	10	103	9	102	98	0.9	103	6	20	105
3	COc1ccc(CCN(Cc2ccccn2)C(=S)Nc2cccc(C)c2)cc1OC	104	2	95	-16	98	94	0.7	95	9	22	94
4	COc1ccc(CN2C(=O)CC(Cc3cc(C)cc(C)c3)C2=O)cc1OC (stereo not given)	101	3	104	10	100	101	1.1	102	6	10	108
5	Cc1ccc2nc(SCC(=O)c3ccc(Cl)s3)[nH]c2c1	99	16	102	nt	98	97	0.1	99	12	24	102
6	CCc1nnc(NS(=O)(=O)c2ccc(NC(=S)NC(=O)c3cccnc3)cc2)s1	99	1	94	-17	94	92	0.5	93	10	10	94
7	Cc1ccc(S(=O)(=O)N2CCN(C(=O)Cc3ccc4c(c3)OCCO4)CC2)cc1C	98	4	96	17	96	93	1.8	97	3	8	97
8	Cc1cccc2sc(NC(=O)CN3C(=O)C4CC=CCC4C3=O)nc12 (stereo not given)	101	9	94	24	98	96	0.0	95	9	11	97

One compound at a time (already shown). Screens in order: Rab7 wt GTP bind	ABCG2 inh	Cdc42 wt GTP	Pf gamet viab	Rab2 wt GTP	Rac1 act GTP bind	ABCB1 inh	HRas wt GTP	Avidin fluor	GSH bead fluor	Rac1 wt modul
Results for Cc1cccc2sc(NC(=O)CN3C(=O)C4CC=CCC4C3=O)nc12 (stereo not given) = 101	9	94	24	98	96	0.0	95	9	11	97
Results for COc1ccc(CN2C(=O)CC(Cc3cc(C)cc(C)c3)C2=O)cc1OC (stereo not given) = 101	3	104	10	100	101	1.1	102	6	10	108
Results for CC(Nc1ccc(Br)cc1)C(=O)N/N=C/c1ccccc1OCc1ccccc1 (stereo not given) = 102	54	100	3	101	99	4.5	98	14	35	101
Results for CCn1ncc(Br)c1C(=O)NC(C)c1ccccc1 (stereo not given) = 100	10	103	9	102	98	0.9	103	6	20	105
Results for COc1ccc(CCN(Cc2ccccn2)C(=S)Nc2cccc(C)c2)cc1OC = 104	2	95	-16	98	94	0.7	95	9	22	94

Going on with the list:
item	canonical_smiles	Rab7 wt GTP bind	ABCG2 inh	Cdc42 wt GTP	Pf gamet viab	Rab2 wt GTP	Rac1 act GTP bind	ABCB1 inh	HRas wt GTP	Avidin fluor	GSH bead fluor	Rac1 wt modul
9	O=c1cc2c(n[nH]1)CCCC2	101	0	94	nt	100	95	0.1	100	7	56	103
10	CC1=C(C(=O)OCc2ccc3c(c2)OCO3)C(c2cccc([N+](=O)[O-])c2)NC(=O)N1 (stereo not given)	95	8	93	13	94	95	1.3	93	19	11	95
11	Cc1cc(F)ccc1S(=O)(=O)Nc1ccccc1C(=O)Nc1ccc2[nH]c(=O)[nH]c2c1	95	-10	99	nt	100	99	-2.0	97	8	28	100
12	COc1ccc(CCNC(=S)NCc2cccs2)cc1OC	104	6	96	-26	99	95	0.0	97	6	13	95
13	C/C(=N/Nc1ccc([N+](=O)[O-])cc1)c1ccc(C)cc1C	101	1	96	-4	96	95	-0.2	97	11	12	97
14	COc1ccc(C(=O)NCC(=O)N2CCCC(C)C2)cc1OC (stereo not given)	95	7	100	nt	96	97	1.3	96	11	12	98
15	COc1ccc(C2=C(N)c3ccccc3C2=O)cc1	98	4	97	nt	98	95	0.2	100	9	29	99
16	O=C(CCc1ccccc1)Nc1ccccc1C(=O)NCc1ccco1	98	19	98	nt	99	96	1.1	98	4	19	101
17	CCNC(=O)CSc1nc2ccccc2c(=O)n1CCCOC(C)C	98	1	100	nt	100	97	0.3	99	4	37	100
18	CCOc1ccc(N2CC(O)=C(c3ccccc3)C2=N)cc1	99	0	97	nt	96	97	0.0	97	6	21	98
19	C=C(C)c1cccc(C(C)(C)NC(=O)N2CCN(c3ccccn3)CC2)c1	101	3	104	nt	103	100	0.6	103	7	20	107
20	COc1ccc2sc(N(CCCN(C)C)C(=O)c3nc4ccccc4s3)nc2c1	102	4	101	17	102	98	0.9	103	9	15	103
21	CC(C)(C)c1ccccc1NC(=O)Cn1cnc2cc([N+](=O)[O-])ccc2c1=O	95	2	96	nt	98	96	1.0	97	11	11	93
22	CC(=O)NC1=NN(C(C)=O)C(C)(CS(=O)(=O)c2ccc(Cl)cc2)S1 (stereo not given)	97	10	101	17	101	101	2.9	100	3	nt	104
23	O=C(Nc1ccccc1Cl)c1ccc(Cl)cc1Cl	97	18	96	nt	94	96	1.0	97	6	22	99
24	COc1ccc2c(c1)C1(Nc3ccccc3-c3nc4ccccc4n31)C(=O)N2C (stereo not given)	100	11	98	0	97	96	8.7	100	39	25	107
25	CSc1nnc(-c2cnccn2)n1Cc1ccccc1	100	3	105	-2	105	100	1.0	98	13	24	101
26	CC(C)CCNC(=O)C1CCN(c2nnc(-n3cccc3)s2)CC1	99	4	102	nt	99	99	0.2	98	7	25	104
27	O=C(CSCc1ccc(Br)cc1)N=Nc1c(O)[nH]c2ccccc12	99	16	101	-5	99	99	0.2	98	14	14	101
28	CCCCOc1ccc(N(CC(=O)NCC2CCCO2)C(=O)CCC(=O)Nc2cc(C)ccn2)cc1 (stereo not given)	98	3	102	nt	99	98	0.8	102	6	21	102
29	COC(=O)C1CCN(CC(N)=O)CC1	?	2	?	nt	?	?	0.4	?	7	47	?
30	CCc1ccc(-n2c(O)c(C=NCCN(CC)CC)c(=O)[nH]c2=O)cc1	96	2	98	nt	96	96	0.8	98	10	31	94
31	CCCC(=O)Nn1cnc2c(c1=O)C1(CCCC1)Cc1ccccc1-2	100	3	102	14	104	98	2.4	101	15	37	106
32	CCCOC(=O)CSc1nc(N)c(C#N)c(-c2ccco2)c1C#N	97	5	96	nt	96	94	0.8	97	21	17	97
33	COc1ccc(NC(=O)CSc2nnc(-c3ccco3)n2C)cc1	103	1	107	nt	105	105	0.4	106	7	7	109
34	COc1cc(C2CC(=O)Oc3c2c(=O)n(C)c2ccccc32)ccc1O (stereo not given)	?	0	?	nt	?	?	-0.1	?	15	15	?
35	O=C(Cc1ccccc1)N/N=C/c1ccc(Cl)cc1Cl	100	2	104	nt	106	101	0.3	106	14	23	100
36	COc1ccc(Nc2cccc(Cl)c2)c(C(=O)O)c1	93	-1	94	-6	93	96	-0.2	95	14	5	96
37	Cc1c(NC(=O)C(C)Sc2ncnc3ccccc23)c(=O)n(-c2ccccc2)n1C (stereo not given)	107	4	102	3	101	98	0.9	100	12	17	100
38	CCCCCCN1N=C(C)C(C(=O)c2ccc(Cl)cc2)C1=O (stereo not given)	99	12	99	-10	97	96	0.3	98	12	32	103
39	O=C(NC1(C(F)(F)F)NC(=O)N(Cc2cccnc2)C1=O)c1ccccc1 (stereo not given)	99	1	101	-24	100	100	0.3	102	2	28	103
40	O=C1N/C(=N/O)S/C1=C/c1cccc([N+](=O)[O-])c1	96	6	93	nt	91	94	0.4	93	12	64	96
41	O=P1(c2ccccc2)C=Cn2c1cc1c2CCCC1 (stereo not given)	93	1	102	nt	98	97	0.1	99	23	16	106
42	O=C1CCc2cc(S(=O)(=O)N3CCC(C(=O)NC4CCCc5ccccc54)CC3)ccc2N1 (stereo not given)	99	2	102	nt	103	100	0.5	101	9	14	108
43	CCc1ccccc1NC(=O)N1CCCC(CCC(=O)N(C)CCc2ccccn2)C1 (stereo not given)	99	-1	96	13	97	95	-0.7	98	12	15	100
44	CN(C)c1nc(C(=O)Nc2ccccc2)nc(N(C)C)n1	103	9	106	13	102	102	1.2	101	15	17	104
45	O=C(Nc1ccncc1)c1ccc(NS(=O)(=O)c2cccc(F)c2)cc1	100	2	96	5	97	99	0.4	98	2	8	98
46	O=C(Nc1cc2c(cc1Cl)OCCCO2)c1ccc(F)cc1	96	5	101	3	99	98	0.5	98	2	8	103
47	CCCCCCC(C)n1cc(C(C)=O)c(=O)[nH]c1=O (stereo not given)	102	1	100	nt	99	99	0.4	101	12	12	100
48	Cc1ccc(-n2c(SCC(N)=O)nnc2-c2ccccn2)cc1	97	4	100	nt	97	94	1.2	98	11	29	100

3 entries from above, sorted by the value under Rac1 act GTP bind, ascending.
| No. | compound | Rab7 wt GTP bind | Cdc42 wt GTP | Rab2 wt GTP | Rac1 act GTP bind | HRas wt GTP | Avidin fluor | GSH bead fluor | Rac1 wt modul |
| --- | --- | --- | --- | --- | --- | --- | --- | --- | --- |
| 31 | CCCC(=O)Nn1cnc2c(c1=O)C1(CCCC1)Cc1ccccc1-2 | 100 | 102 | 104 | 98 | 101 | 15 | 37 | 106 |
| 39 | O=C(NC1(C(F)(F)F)NC(=O)N(Cc2cccnc2)C1=O)c1ccccc1 (stereo not given) | 99 | 101 | 100 | 100 | 102 | 2 | 28 | 103 |
| 22 | CC(=O)NC1=NN(C(C)=O)C(C)(CS(=O)(=O)c2ccc(Cl)cc2)S1 (stereo not given) | 97 | 101 | 101 | 101 | 100 | 3 | nt | 104 |

Other structures follow:
item	canonical_smiles	Rab7 wt GTP bind	ABCG2 inh	Cdc42 wt GTP	Pf gamet viab	Rab2 wt GTP	Rac1 act GTP bind	ABCB1 inh	HRas wt GTP	Avidin fluor	GSH bead fluor	Rac1 wt modul
49	C/C(Cn1cnc([N+](=O)[O-])n1)=N\NC(=O)c1ccccc1F	94	0	100	nt	98	93	0.2	96	22	21	98
50	Cc1cc(NC(=O)Cn2nnc3sc4c(c3c2=O)CCC(C(C)(C)C)C4)no1 (stereo not given)	97	10	100	-25	101	99	0.8	100	34	24	105
51	CC(C)(C)CC(=O)O/N=C(\N)c1ccccn1	99	8	99	16	98	100	0.1	98	22	15	102
52	CCOc1ccc(C2NC(=O)c3ccccc3O2)cc1 (stereo not given)	103	3	100	nt	102	95	1.1	104	13	6	103
53	C/C=C/C(=O)OCC(=O)Nc1c(Cl)cccc1Cl	97	3	100	-4	99	98	0.7	99	33	17	102
54	Cc1ccccc1NC(=O)COC(=O)Cc1ccsc1	96	-7	93	5	93	92	-2.0	93	6	17	94
55	CC1CCCCN1C(=O)Nc1cccc(Cl)c1 (stereo not given)	99	7	96	1	96	94	1.3	98	11	36	97
56	Cc1ccccc1CS(=O)(=O)c1cn(CC(=O)N2CCC(C)CC2)c2ccccc12	101	1	103	nt	100	101	1.1	101	13	20	104

Hits appear at their usual frequency. About 1.1% of those tested had a hit in this group.
